Screening results from PubChem.
U2OS ROS induce = ROS inducers in U2OS cancer cells, primary screen, cell-based, H2DCF-DA fluorescence; actives 2% (n = 46,000); U2OS ROS induction; ROS induction (% of piperlongumine), % at 10 µM; in the data active means ROS induction above about 79%, passing the limit was not always enough;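 further: 0% = DMSO vehicle median and 100% = reference compound median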
* = called active by the depositor.

SMILES	U2OS ROS induce
C[C@H](CO)N1C[C@H](C)[C@H](CN(C)C(=O)Nc2ccc3c(c2)OCO3)Oc2ccc(NS(C)(=O)=O)cc2C1=O	-8
COc1ccc(S(=O)(=O)N(C)C[C@H]2Oc3ccc(NC(=O)CCCCCC(=O)Nc4ccccc4N)cc3C(=O)N([C@@H](C)CO)C[C@H]2C)cc1	22
C[C@@H]1CCCCO[C@@H](CN(C)C(=O)Nc2ccc(C(F)(F)F)cc2)[C@@H](C)CN([C@H](C)CO)C(=O)c2cc(NC(=O)NC3CCCCC3)ccc2O1	53
Cc1ccccc1/C=N/n1c(C)cc(C)c(C#N)c1=O	0
Cc1ccccc1CN(C)C[C@H]1OCc2cnnn2CCCC(=O)N([C@@H](C)CO)C[C@H]1C	54
COc1ccc(C2C(C(=O)O)c3ccccc3C(=O)N2Cc2ccc(Cl)cc2)cc1 (configuration not stated)	-3
CCOC(=O)c1c(CN2CCOCC2)n(C)c2ccc(O)cc12	43
CC1CCN(S(=O)(=O)c2ccc(NC(=O)c3ccc(C(C)(C)C)cc3)cc2)CC1	36
NCCNS(=O)(=O)c1cccc2c(Cl)cccc12	-7
CSc1nnc(CNC(=O)OC(C)(C)C)n1C	-21
C[C@@H]1CN([C@H](C)CO)C(=O)c2cc(NC(=O)Cc3ccccc3)ccc2O[C@@H]1CN(C)C(=O)Nc1ccccc1	-12
CCOC(Cn1c(SCC#N)nc2ccccc2c1=O)OCC	-4
COc1ccccc1CNC(=O)c1ccccc1N(C)S(C)(=O)=O	6
CNC[C@H]1OCCCC[C@@H](C)Oc2ccc(NC(=O)CCC(F)(F)F)cc2C(=O)N([C@H](C)CO)C[C@@H]1C	10
O=C(NC(=O)c1cn2cc(C(F)(F)F)cc(Cl)c2n1)Nc1ccc(Cl)cc1	-7

Some of the entries so far, in markdown:
| compound | U2OS ROS induce |
| --- | --- |
| CSc1nnc(CNC(=O)OC(C)(C)C)n1C | -21 |
| C[C@@H]1CN([C@H](C)CO)C(=O)c2cc(NC(=O)Cc3ccccc3)ccc2O[C@@H]1CN(C)C(=O)Nc1ccccc1 | -12 |
| CCOC(Cn1c(SCC#N)nc2ccccc2c1=O)OCC | -4 |
| COc1ccccc1CNC(=O)c1ccccc1N(C)S(C)(=O)=O | 6 |
| CNC[C@H]1OCCCC[C@@H](C)Oc2ccc(NC(=O)CCC(F)(F)F)cc2C(=O)N([C@H](C)CO)C[C@@H]1C | 10 |

Remaining list, next part:
SMILES	U2OS ROS induce
Cc1ccc(-c2csc3ncnc(SCC(=O)Nc4ccccc4C(C)C)c23)cc1	9
COc1ccccc1NC(=O)CSc1ncnc2c1nnn2Cc1ccccc1	50
COc1ccc(S(=O)(=O)N(C)C[C@@H]2Oc3c(NC(=O)c4ccc(-c5nccs5)cc4)cccc3C(=O)N([C@@H](C)CO)C[C@@H]2C)cc1	64
COc1ccc(S(=O)(=O)N(C)C[C@@H]2Oc3c(NC(=O)Nc4ccccc4)cccc3C(=O)N([C@@H](C)CO)C[C@@H]2C)cc1	13
COc1ccccc1NC(=O)C1=C(C)NC(=S)NC1c1ccccc1OCC(=O)O (configuration not stated)	1
N#C/C(=C(/N)Sc1ccc(N)cc1)c1ccccc1C(F)(F)F	-10
CS(=O)(=O)N(CC(=O)Nc1c(F)cccc1F)c1cc(Cl)c(Cl)cc1Cl	-14
CC(=O)N(CN1C(=O)C2CC=CCC2C1=O)c1ccccc1 (configuration not stated)	-12
COc1ncccc1C(=O)Nc1ccc(F)cc1F	4
Cc1cc(C)cc(CC2CC(=O)N(CCc3ccc4c(c3)OCO4)C2=O)c1 (configuration not stated)	-2
CNC[C@H]1Oc2ccc(N(C)C)cc2C(=O)N([C@H](C)CO)C[C@@H]1C	-6
C[C@@H]1CN([C@@H](C)CO)C(=O)Cc2cc(NC(=O)CCCCCC(=O)Nc3ccccc3N)ccc2O[C@@H]1CN(C)S(=O)(=O)c1ccc(F)cc1	1
COc1ccc(Cl)cc1NC(=O)c1ccccc1N(Cc1ccccc1)S(C)(=O)=O	-2
CC(=O)Nc1sc2c(c1CN1CCN(c3ccccn3)CC1)CCCC2	-1
Cc1nn(Cc2ccc(C(=O)NC3CCCCC3)o2)c(C)c1Br	-6
COc1ccc(N(CC(=O)Nc2ccc(Cl)c(Cl)c2)S(C)(=O)=O)cc1OC	3
O=C(c1ccc(C(=O)N2CCc3ccccc3C2)cc1)N1CCc2ccccc2C1	-2
O=C1O[C@@H](c2ccccc2)[C@@H](c2ccccc2)N2[C@@H](c3ccc(OCCO)cc3)[C@]3(C(=O)Nc4ccc(C#CC5(O)CCCCCC5)cc43)[C@@H](C(=O)NC[C@H](O)c3ccccc3)[C@H]12	13
COc1ccc(NC(=O)c2ccc(N(C)S(=O)(=O)c3ccc(OC)c(OC)c3)cc2)c(OC)c1	13
C[C@@H]1CN([C@@H](C)CO)C(=O)c2cc(N(C)C)ccc2O[C@@H]1CN(C)C(=O)Nc1ccccc1	16
Cc1cc(C)c(S(=O)(=O)NCCN2CCN(S(=O)(=O)c3c(C)cc(C)cc3C)CC2)c(C)c1	8
COc1cc(OC)c(N(C)C(=O)c2ccc3c(=O)n4c(nc3c2)CCCCC4)cc1Cl	-7
CS(=O)(=O)CS(=O)(=O)C1=C(N2CCOCC2)C2CCN1CC2	-24
Cc1noc(C)c1NC(=O)Nc1cccc2c1O[C@@H](CN(C)C(=O)Nc1ccc(F)cc1)[C@H](C)CN([C@@H](C)CO)C2=O	-9
COc1ccc(C)cc1S(=O)(=O)N(C)CC(=O)Nc1ccc(F)cc1	-8
COc1cc(C[C@H]2C(=O)OC[C@@H]2Cc2ccc(OC)c(OC)c2)ccc1O	1
CC(O)(C(=O)Nc1ccc(S(=O)(=O)c2ccccc2)cc1)C(F)(F)F (configuration not stated)	-5
O=C(NO)c1cccc(C(=O)N/N=C/c2ccccc2)c1	-10
C[C@H](CO)N1C[C@H](C)[C@@H](CN(C)Cc2ccccc2)Oc2ccc(N(C)C)cc2C1=O	8
Cc1ccc(S(=O)(=O)N(C)C[C@@H]2Oc3ccc(NS(=O)(=O)c4ccc(F)cc4)cc3CC(=O)N([C@H](C)CO)C[C@H]2C)cc1	8

Reformatted: results already given.
| SMILES | U2OS ROS induce |
| --- | --- |
| C[C@H](CO)N1C[C@H](C)[C@@H](CN(C)Cc2ccccc2)Oc2ccc(N(C)C)cc2C1=O | 8 |
| Cc1ccc(S(=O)(=O)N(C)C[C@@H]2Oc3ccc(NS(=O)(=O)c4ccc(F)cc4)cc3CC(=O)N([C@H](C)CO)C[C@H]2C)cc1 | 8 |

Other structures follow.
SMILES	U2OS ROS induce
O=C(CN1C(=O)c2ccccc2S1(=O)=O)Nc1ccc(Cl)cc1	-9
C[C@@H]1CN([C@H](C)CO)C(=O)c2cccc(NC(=O)Nc3ccc(C(F)(F)F)cc3)c2O[C@H]1CN(C)C(=O)Nc1cccc2ccccc12	20
C[C@@H]1CN([C@H](C)CO)C(=O)Cc2cc(NC(=O)NC3CCCCC3)ccc2O[C@@H]1CN(C)C(=O)Nc1ccc(F)cc1	11
C[C@@H]1CCCCO[C@H](CN(C)C(=O)Nc2ccccc2)[C@@H](C)CN([C@H](C)CO)C(=O)c2cc(NC(=O)Nc3ccc(C(F)(F)F)cc3)ccc2O1	22
N#CCCN(C(=O)c1ccc2c(=O)n3c(nc2c1)CCCC3)c1ccccc1	-8
C[C@H]1CN([C@@H](C)CO)C(=O)c2cc(NC(=O)CCCCCC(=O)Nc3ccccc3N)ccc2O[C@@H]1CN(C)S(=O)(=O)c1ccccc1	5
COc1ccc(CN(C)C[C@H]2Oc3c(NS(=O)(=O)c4cn(C)cn4)cccc3C(=O)N([C@@H](C)CO)C[C@@H]2C)cc1	-4
CC(C)NC(=O)N(C)C[C@@H]1OCCCC[C@@H](C)Oc2ccc(NC(=O)C3CCCCC3)cc2C(=O)N([C@H](C)CO)C[C@@H]1C	41
CC(=O)Oc1cccc(C(=O)O)c1OC(C)=O	0
C[C@@H]1CN([C@@H](C)CO)C(=O)c2cc(NS(=O)(=O)c3cn(C)cn3)ccc2O[C@@H]1CN(C)S(C)(=O)=O	-2
O=C(Cc1ccccc1)N1CCCc2ccccc21	-12
C[C@H]1CN([C@@H](C)CO)C(=O)Cc2cc(NC(=O)Cn3cnnn3)ccc2O[C@H]1CN(C)Cc1ccc(C(=O)Nc2ccccc2N)cc1	0
O=C(NCc1ccccc1)c1ccc2nc(-c3cccs3)c(-c3cccs3)nc2c1	-10
CC(C)NC(=O)N(C)C[C@@H]1Oc2ccc(NS(=O)(=O)c3ccccc3)cc2C(=O)N([C@H](C)CO)C[C@@H]1C	-7
COc1ccc(NC(=O)N(C)C[C@@H]2Oc3c(NC(=O)c4nc5ccccc5s4)cccc3C(=O)N([C@@H](C)CO)C[C@@H]2C)cc1	5

Rewritten field by field: part of the list above
canonical_smiles: COc1cc(OC)c(N(C)C(=O)c2ccc3c(=O)n4c(nc3c2)CCCCC4)cc1Cl
  U2OS ROS induce: -7

canonical_smiles: CC(=O)N(CN1C(=O)C2CC=CCC2C1=O)c1ccccc1 (configuration not stated)
  U2OS ROS induce: -12

(listing goes on)
SMILES	U2OS ROS induce
CCC1=NN(C(=O)COc2ccc(Cl)c(C)c2)C(O)(C(F)(F)F)C1 (configuration not stated)	-11
Cc1nc2nc[nH]n2c(=O)c1NS(=O)(=O)c1ccc(Br)cc1	-3
O=C(COc1ccc(C(=O)Nc2ccccc2Cl)cc1)Nc1ccccc1C(F)(F)F	-3
COc1ccc(NC(=O)CN(c2ccc(F)c(Cl)c2)S(C)(=O)=O)c(OC)c1	4
Cc1ccc2[nH]c3c(=O)n(CCN4CCCCC4C)cnc3c2c1 (configuration not stated)	-6
CC(C)NC(=O)Nc1ccc2c(c1)CC(=O)N([C@@H](C)CO)C[C@@H](C)[C@@H](CN(C)S(=O)(=O)c1ccc(Cl)cc1)O2	30
Cc1ccc(S(=O)(=O)Nc2ccc3c(c2)C(=O)N([C@H](C)CO)C[C@H](C)[C@@H](CN(C)S(C)(=O)=O)O3)cc1	-11
O=c1c2ccccc2nc(SCc2cccc(F)c2)n1C1CC1	18
CCOC(=O)CSc1nnc(-c2ccccc2)c(=O)n1-c1ccccc1	5
COc1ccccc1NC(=O)N(C)C[C@H]1OCc2cnnn2CCCC(=O)N([C@@H](C)CO)C[C@@H]1C	6
CCOC(=O)c1sc2cc(OC)ccc2c1Cl	3
CC(C)NC(=O)Nc1cccc2c1O[C@@H](CN(C)C(=O)Nc1ccc3c(c1)OCO3)[C@@H](C)CN([C@@H](C)CO)C2=O	-4
C[C@H](CO)N1C[C@H](C)[C@@H](CN(C)C(=O)Nc2cccc3ccccc23)Oc2c(NC(=O)C3CCOCC3)cccc2C1=O	1
C[C@H]1CN([C@@H](C)CO)C(=O)Cc2cc(NC(=O)C3CC3)ccc2O[C@H]1CN(C)Cc1ccc(Cl)c(Cl)c1	16
COc1cccc(OCC(=O)Nc2ccc(Sc3ccc([N+](=O)[O-])cc3)cc2)c1	-4
C[C@@H]1CN([C@@H](C)CO)C(=O)c2cc(NC(=O)Cn3cnnn3)ccc2O[C@@H]1CN(C)S(=O)(=O)c1cccs1	-2
COc1ccc(OC)c(S(=O)(=O)N(C)CC(=O)N2CCN(c3cccc(Cl)c3)CC2)c1	-6
C[C@@H]1CN([C@@H](C)CO)C(=O)c2cc(NC(=O)Nc3ccccc3)ccc2O[C@H]1CN(C)S(=O)(=O)c1cccs1	45
Cc1ccc(S(=O)(=O)Nc2ccc3c(c2)C(=O)N([C@H](C)CO)C[C@@H](C)[C@@H](CN(C)Cc2ccc(Cl)c(Cl)c2)O3)cc1	8
Cc1cc(Nc2ccc(F)c(Cl)c2)nc(NC(=O)C(C)(C)C)n1	13
COc1ccc(CN(C)C[C@H]2Oc3ccc(NS(=O)(=O)c4ccc(Cl)cc4)cc3CC(=O)N([C@@H](C)CO)C[C@H]2C)cc1	13
CCOC(=O)N1CCN(C(=O)CSc2ccc(-c3cccs3)nn2)CC1	-3
CC(C)CCCC(C)(O)c1ccc(C(=O)O)cc1O (configuration not stated)	-6
O=C(NCCc1ccc(Cl)cc1)C(c1ccccc1)c1ccccc1	-9
Cc1c(Cl)cccc1NC(=O)Cn1cnc2sc(C(=O)Nc3ccccc3)c(C)c2c1=O	-9
COc1ccc(S(=O)(=O)Nc2ccc3c(c2)CC(=O)N([C@@H](C)CO)C[C@H](C)[C@H](CN(C)S(C)(=O)=O)O3)cc1	1
C[C@H](CO)N1C[C@H](C)[C@@H](CN(C)Cc2ccc(-c3ccccc3)cc2)Oc2ccc(NC(=O)CCN3CCOCC3)cc2C1=O	15
C[C@H](CO)N1C[C@H](C)[C@H](CN(C)C(=O)Nc2ccc3c(c2)OCO3)Oc2ccc(NC(=O)c3ccncc3)cc2C1=O	1
O=c1ccc2ccc(O)c(O)c2o1	-9
CC(=O)O[C@@H]1CC2C(C)(C)[C@H](O)C[C@H](O)[C@]2(C)C2CC[C@@]3(C)[C@H](c4ccoc4)OC(=O)[C@H]4O[C@]43[C@@]21C (some centres not stated)	65
COc1ccc(CN(C)C[C@@H]2OCCCC[C@@H](C)Oc3ccc(NC(=O)Nc4cccc5ccccc45)cc3C(=O)N([C@H](C)CO)C[C@@H]2C)cc1	14
O=C(CSc1nnc(-c2ccccc2)n1-c1ccccc1)Nc1cccc(F)c1	-4
COc1ccc(-c2nnc(SCc3nc4ccccc4c(=O)[nH]3)n2C)cc1	-4
C[C@@H]1CCCCO[C@@H](CN(C)Cc2ccccc2)[C@@H](C)CN([C@H](C)CO)C(=O)c2cc(NC(=O)Nc3ccccc3)ccc2O1	8
COC(=O)Cc1c(C)nc2nc(NCc3cccs3)[nH]n2c1=O	-4
C[C@@H]1CN([C@@H](C)CO)C(=O)c2cccc(NC(=O)C3CC3)c2O[C@H]1CN(C)Cc1ccncc1	-1

This is a subset; the hit share may differ from the screen's.
